# Screens (PubChem BioAssay)
# OPRM1-OPRD1 inv = mu-delta opioid heterodimer inverse agonism; P35372+P41143; AID 504357; 0.21% of 340,000 active; inhibition, % at 9.3 µM; cell-based MOR-DOR heterodimer luminescence; in the data active = inhibition above about 22%, passing the limit was not always enough;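 note: 0% = cells with DMSO and 100% = wells without cells with DMSO; values of inactives mirror those of a sister screen read the other way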
# PfHsp90 yeast 2 = reduces growth (ATP signal) of yeast expressing P. falciparum Hsp90. S. cerevisiae expressing PfHsp90, BacTiter-Glo ATP, 48 h; yeast lacking PDR1 and PDR3 efflux regulators. inhibition, % at 9.4 µM. 0.32% of 310,000 active. AID 504621;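 active = every replicate shows inhibition above about 80%, whatever the replicate mean, limit read from the data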;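 note: 0% = DMSO neutral controls and 100% = 20 µM radicicol positive controls; yeast relying on Plasmodium falciparum Hsp90 in place of its own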
# SUMO Mot1 rescue = SUMOylation pathway inhibition by Mot1-301 growth rescue; 1% of 320,000 active; S. cerevisiae Mot1-301 growth rescue, ATP luminescence, 38.5C; percent above DMSO median, 100 means doubled; growth rescue, % at 18.8 µM;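 active = every valid replicate shows activation above 250% relative to neutral control wells; inactive = the rest, any valid replicate at or below 250%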;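 note: OY570 slx delta 5 strain wells were the positive control but not used for scaling; some compounds called inactive have numbers as strong as hits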
# HTR5A inv ctr = inverse agonist of human HTR5A in OPRM1-OPRD1 counter-screen. P47898. inhibition, % at 9.3 µM. HTR5A cell line, luminescence, inverse agonism. AID 504634. 0.083% of 340,000 active; in the data active = inhibition mostly above about 23%, no sharp cut-off; inactive = mostly below about 18%;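 note: 0% = cells with DMSO and 100% = no-cell wells with DMSO; some compounds called inactive have numbers as strong as hits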
# E coli growth = reduces bacterial viability in AddAB counter-screen. E. coli V3065 growth, OD600 absorbance, 18 h. inhibition, % at 11.9 µM. 0.27% of 330,000 active. AID 449728;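 active = inhibition above the campaign's mean inhibition across all tested compounds plus 3 SD, cut at about 9.9% in these data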;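 note: uninfected addAB+ strain grown without phage in ampicillin broth; 0% = DMSO wells and 100% = ciprofloxacin 0.95 µg/ml wells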
# HTR5A ag ctr = counter-screen for OPRM1-OPRD1 agonists: human HTR5A agonism | HTR5A agonist assay, luminescence, cell-based | activation, % at 9.3 µM | 0.61% of 340,000 active | AID 504692; in the data active = activation mostly above about 9.5%, no sharp cut-off; inactive = mostly below about 7.6%;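 note: 0% = cells with vehicle only and 100% = reference agonist; strong numbers were not always called active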
# OPRM1-OPRD1 ag = agonists of human mu-delta opioid receptor heterodimerization; 0.3% of 340,000 active; cells, OPRM1-OPRD1 heterodimerization, luminescence; activation, % at 9.3 µM; P35372+P41143; in the data active = activation above about 18%;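 note: 0% = vehicle-treated cells and 100% = reference agonist; values of inactives mirror those of a sister screen read the other way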
# AddAB inh = less growth of phage-infected E. coli with AddAB. E. coli expressing H. pylori AddAB, absorbance growth. inhibition, % at 11.9 µM. 0.29% of 330,000 active. AID 435030; in the data active = inhibition above about 12%;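 note: 0% = vehicle wells of infected cells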
# Pemphigus Ab inh = human desmoglein-3 autoantibody binding inhibition; P32926; DSG3-coupled beads, scFv-anti-DSG3-GFP binding, flow cytometry; active compounds read low; binding (percent of control), % at 10 µM; 0.48% of 310,000 active;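 active = binding more than 3 SD below its plate's average and above zero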;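 note: hits lower antibody fragment binding to DSG3; some compounds called inactive have numbers as strong as hits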
# Target sequence (P32926 whole entry, looked up, the tested form may be a part): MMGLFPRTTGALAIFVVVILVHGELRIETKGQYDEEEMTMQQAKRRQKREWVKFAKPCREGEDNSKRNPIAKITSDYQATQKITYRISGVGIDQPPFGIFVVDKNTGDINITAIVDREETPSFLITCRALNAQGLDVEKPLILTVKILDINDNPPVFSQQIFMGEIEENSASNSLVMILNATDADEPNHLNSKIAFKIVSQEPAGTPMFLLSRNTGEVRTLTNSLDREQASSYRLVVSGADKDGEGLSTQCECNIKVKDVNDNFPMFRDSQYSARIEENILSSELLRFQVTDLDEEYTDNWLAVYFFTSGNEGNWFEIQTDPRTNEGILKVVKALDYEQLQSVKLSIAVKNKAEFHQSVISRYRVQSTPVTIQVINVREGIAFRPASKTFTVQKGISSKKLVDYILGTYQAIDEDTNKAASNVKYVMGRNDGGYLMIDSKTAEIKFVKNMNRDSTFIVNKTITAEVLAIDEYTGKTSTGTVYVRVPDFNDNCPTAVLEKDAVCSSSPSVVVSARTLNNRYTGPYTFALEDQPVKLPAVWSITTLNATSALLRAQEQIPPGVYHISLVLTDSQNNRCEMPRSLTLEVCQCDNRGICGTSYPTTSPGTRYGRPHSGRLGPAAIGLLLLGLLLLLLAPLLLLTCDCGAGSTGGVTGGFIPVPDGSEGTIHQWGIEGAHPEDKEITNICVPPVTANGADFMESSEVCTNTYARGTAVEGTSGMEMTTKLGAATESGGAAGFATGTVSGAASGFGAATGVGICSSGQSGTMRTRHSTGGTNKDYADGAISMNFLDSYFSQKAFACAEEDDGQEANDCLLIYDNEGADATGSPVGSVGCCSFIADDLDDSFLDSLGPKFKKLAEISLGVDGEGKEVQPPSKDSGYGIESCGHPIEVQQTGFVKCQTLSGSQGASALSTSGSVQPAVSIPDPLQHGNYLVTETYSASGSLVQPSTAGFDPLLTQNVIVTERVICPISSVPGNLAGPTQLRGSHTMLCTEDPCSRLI
# phage Ecoli inh = E. coli growth loss with phage present; inhibition, % at 11.9 µM; growth absorbance; 0.26% of 360,000 active; in the data active = inhibition above about 11%
# PKA-R1A act = activates the PKA-R1A holoenzyme complex; P00514+P68181; PKA-R1A dissociation, Cy5-IP20 fluorescence polarization; scaled: DMSO 0%, 113 µM cGMP 100%; activation, % at 11.4 µM; 0.083% of 340,000 active;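 active = percent activation above the mean of all tested compounds plus 3 SD, cut at about 19% in these data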;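 note: higher means more PKAc released from R1A so a rise in polarization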
# * marks the source's active call; other numbers are inactive results; . = not tested or not shown.
SMILES,OPRM1-OPRD1 inv,PfHsp90 yeast 2,SUMO Mot1 rescue,HTR5A inv ctr,E coli growth,HTR5A ag ctr,OPRM1-OPRD1 ag,AddAB inh,Pemphigus Ab inh,phage Ecoli inh,PKA-R1A act
O=C(NCC1CCCO1)C1CCN(C(=O)c2ccc(Cl)cc2)CC1 (stereo unspecified),5,.,-13,-12,0.1,4,-0.9,-0.6,.,2.5,-6
NS(=O)(=O)c1ccc(CNS(=O)(=O)c2cc(C(=O)O)ccc2Cl)cc1,4,4,3,4,1.5,5,-0.5,2.9,98,4.3,12
O=C(NCCc1ccc(Cl)cc1)c1cnccn1,16,.,35,4,-0.9,-1,-3.3,3.8,118,0.8,-1
COc1cc(C(=O)N2CCN(c3ncnc4sc(C)c(C)c34)CC2)cc(OC)c1OC,-13,11,0,-15,-2.0,5,2.2,0.7,95,0.5,-11
CCCn1c(O)c(N=NC(=O)CNC(=O)c2ccncc2)c2ccccc21,16,-18,13,7,-0.2,-2,-3.1,-0.2,104,0.5,-3
COC(=O)c1ccc(NC(=O)C[n+]2ccccc2)cc1,13,10,-11,-16,-0.3,4,-2.6,2.6,112,3.7,-1
CC1CCN(C(=O)c2ccc(NC(=O)c3ccccc3)cc2)CC1,11,0,50,3,0.3,3,-2.2,2.0,106,0.6,7
Cc1cc(-c2n[nH]c(=S)n2/N=C/c2ccc(C)s2)n[nH]1,3,32,6,13,0.9,1,-0.6,3.7,.,0.2,0
CC(C)(CNC(=O)c1ccc(Br)o1)N1CCOCC1,3,11,-10,11,.,2,-0.5,.,98,1.8,-10
Nc1nc(CSc2ncn(-c3ccccc3)n2)cs1,-2,.,-11,-20,-1.3,5,0.3,-0.2,101,.,3
Cc1ccc(NC(=O)c2ccc(Cl)c(S(=O)(=O)N3CCCCC3)c2)nc1,-6,2,0,17,0.0,-7,1.4,1.1,117,1.5,-11
Cc1ccc(NC(=O)c2c(F)cccc2Cl)cc1S(=O)(=O)N1CCOCC1,2,5,-8,-12,-0.9,-2,-0.6,0.6,97,-1.9,-2
O=C(Cc1ccc(N2CCNC2=O)cc1)N1CCCC(Nc2ccc(F)c(F)c2)C1 (stereo unspecified),15,-1,-15,-16,1.5,4,-2.7,-0.4,125,1.5,-4
Cc1cc(C)c2c(CC(=O)N(CCC#N)Cc3cccnc3)coc2c1,12,.,6,-7,-1.3,3,-2.5,-2.4,103,-0.6,-6
CCC(C)C(NC(=O)C1CCC(C)CC1)C(=O)NCc1ccccn1 (stereo unspecified),14,.,-34,-19,2.9,1,-2.5,0.3,75,0.6,-4
O=C(CN1CCC(C(=O)c2ccc(F)cc2)CC1)Nc1ccc(F)cc1,-12,.,26,-11,1.2,0,2.2,1.2,.,0.5,0
CC(=O)c1c(O)cc(O)c(C(C)=O)c1O,16,8,-3,14,1.3,8,-3.1,4.4,100,.,1
Cc1c(Cc2ccccc2)sc(/N=C/c2c(O)ccc3ccccc23)c1C(N)=O,-17,-34,46,-9,-2.9,2,3.1,1.8,110,.,-6
CC(=O)Oc1ccc(-c2cccc(C(=O)N(C)c3ccc(O)cc3)c2)cc1,0,-35,1,8,-1.8,-3,0.1,2.4,105,4.7,15
O=C(CCCSc1nnnn1-c1cccc2ccccc12)c1ccc(F)cc1,11,-29,11,-5,-0.2,3,-1.8,0.9,94,2.6,11
O=C(OCCNC(=O)c1ccc2ccccc2n1)c1ccc(F)cc1,-19,-22,-20,-20,-2.9,7,3.6,3.4,126,2.9,3
CC(NC(=O)c1ccccc1)C(=O)NC1=NCCS1 (stereo unspecified),11,-16,3,-5,1.5,2,-2.1,2.1,101,3.6,3
NC(=O)C1CCN(CC(=O)Nc2ccccc2C(=O)NC2CC2)CC1,12,6,-10,-2,-0.7,1,-2.9,-0.3,93,0.8,16
Cc1ccnc(NC(=O)CNC(=O)c2sc3ccccc3c2Cl)c1,-5,-24,-28,-2,-0.5,1,0.9,2.6,106,2.8,1
COCCn1c(=NC(=O)C(C)(C)C)sc2cc([N+](=O)[O-])ccc21,7,-2,-7,13,3.0,-4,-1.3,2.9,96,1.7,-4

# Exported with bars between the fields: part of the list above.
molecule | OPRM1-OPRD1 inv | PfHsp90 yeast 2 | SUMO Mot1 rescue | HTR5A inv ctr | E coli growth | HTR5A ag ctr | OPRM1-OPRD1 ag | AddAB inh | Pemphigus Ab inh | phage Ecoli inh | PKA-R1A act
O=C(NCC1CCCO1)C1CCN(C(=O)c2ccc(Cl)cc2)CC1 (stereo unspecified) | 5 | . | -13 | -12 | 0.1 | 4 | -0.9 | -0.6 | . | 2.5 | -6
NS(=O)(=O)c1ccc(CNS(=O)(=O)c2cc(C(=O)O)ccc2Cl)cc1 | 4 | 4 | 3 | 4 | 1.5 | 5 | -0.5 | 2.9 | 98 | 4.3 | 12
O=C(NCCc1ccc(Cl)cc1)c1cnccn1 | 16 | . | 35 | 4 | -0.9 | -1 | -3.3 | 3.8 | 118 | 0.8 | -1
COc1cc(C(=O)N2CCN(c3ncnc4sc(C)c(C)c34)CC2)cc(OC)c1OC | -13 | 11 | 0 | -15 | -2.0 | 5 | 2.2 | 0.7 | 95 | 0.5 | -11
CCCn1c(O)c(N=NC(=O)CNC(=O)c2ccncc2)c2ccccc21 | 16 | -18 | 13 | 7 | -0.2 | -2 | -3.1 | -0.2 | 104 | 0.5 | -3
COC(=O)c1ccc(NC(=O)C[n+]2ccccc2)cc1 | 13 | 10 | -11 | -16 | -0.3 | 4 | -2.6 | 2.6 | 112 | 3.7 | -1
CC1CCN(C(=O)c2ccc(NC(=O)c3ccccc3)cc2)CC1 | 11 | 0 | 50 | 3 | 0.3 | 3 | -2.2 | 2.0 | 106 | 0.6 | 7
Cc1cc(-c2n[nH]c(=S)n2/N=C/c2ccc(C)s2)n[nH]1 | 3 | 32 | 6 | 13 | 0.9 | 1 | -0.6 | 3.7 | . | 0.2 | 0
CC(C)(CNC(=O)c1ccc(Br)o1)N1CCOCC1 | 3 | 11 | -10 | 11 | . | 2 | -0.5 | . | 98 | 1.8 | -10

# Next part
SMILES,OPRM1-OPRD1 inv,PfHsp90 yeast 2,SUMO Mot1 rescue,HTR5A inv ctr,E coli growth,HTR5A ag ctr,OPRM1-OPRD1 ag,AddAB inh,Pemphigus Ab inh,phage Ecoli inh,PKA-R1A act
CCOc1ccc2nc(NCCO)[nH]c2c1,-1,.,3,2,1.3,2,0.3,4.5,100,1.7,-6
N=C1/C(=C\c2ccc(-c3ccc(C(=O)O)cc3)o2)C(=O)N=C2SC=C(c3ccccc3)N12,15,-14,.,2,.,-1,-2.7,.,94,1.8,-3
CCc1ccc2nc3nc(C)cc(C)c3c(N)c2c1,-5,-3,29,0,-0.7,-7,0.9,-0.9,101,2.2,-2
Cc1ccc(NC(=O)CNS(=O)(=O)c2ccc(F)cc2)cc1C,5,-2,18,15,-2.2,-4,-0.9,-2.0,109,3.7,-8
COc1cccc(NC(=O)CCS(=O)(=O)c2ccc3c(c2)oc(=O)n3C)c1,21,-21,3,-2,-0.8,-1,-4.1,2.4,96,0.5,4
CC(C)CCN1NC2(CCC(C)CC2)NC1=S (stereo unspecified),12,-12,-7,-7,0.9,-1,-2.4,0.9,106,-1.3,-4
CC(=O)N(CC1CCCO1)c1nnc(-c2ccccn2)s1 (stereo unspecified),7,19,1,5,-1.6,-1,-1.2,1.1,110,3.3,-20
COc1ccc(OC(C)C(=O)N(C)Cc2nc(-c3ccc(OC)cc3)no2)cc1 (stereo unspecified),7,-17,6,-27,2.6,0,-1.1,4.0,100,1.5,17
O=C(NCCc1ccco1)C(=O)NCC1OCCCN1S(=O)(=O)c1cc(F)ccc1F (stereo unspecified),-1,6,-3,11,0.6,-4,0.3,-2.0,106,-0.5,-7
O=C(Nc1ccccc1C(=O)N1CCCCC1)c1cc(F)c(F)cc1Cl,11,33,-6,12,0.1,-5,-2.1,5.9,97,2.3,-4
CC1CN(CC(O)COc2ccc(C(C)C)cc2)CC(C)O1 (stereo unspecified),-5,12,326*,-7,1.1,-1,0.8,-1.1,106,-4.5,-5
O=C(Nc1ccccc1)C1=C(O)CC(c2ccoc2)CC1=Nc1ccccc1 (stereo unspecified),-4,.,-7,2,-1.8,-1,0.7,0.0,96,1.8,-6
CCOc1ccc(-c2c[n+](=O)c3c(n2[O-])CCCC3)c(OCC)c1,13,2,3,-10,1.7,2,-2.5,1.2,104,0.3,-2
CC(=O)Nc1ccc(-n2c(C)ccc2-c2ccccc2)cc1,3,-3,-12,14,-0.3,-4,-0.8,0.0,95,-1.4,-12
c1ccc2c3n(nc2c1)CCCCO3,-2,.,-13,-15,2.0,2,0.3,1.7,104,1.6,8
Cc1cnc(C(=O)OC(C)C(=O)Nc2ccc(Oc3ccccc3)cc2)cn1 (stereo unspecified),-8,20,-4,-19,2.6,7,1.9,3.1,.,0.9,2
CCCCC12CN3CCN(CC(C3)/C1=N\NC(=O)c1ccccc1N)C2,20,-3,-26,12,-1.5,3,-3.7,1.3,96,-0.2,-5
Cc1nc(N2CCN(C(c3ccccc3)c3ccccc3)CC2)[nH]c(=O)c1C,15,-26,.,-1,.,7,-2.9,.,101,2.3,5
COC(=O)/C(=C/c1cccc([N+](=O)[O-])c1)NC(=O)c1ccc(OC)cc1,1,-6,1,16,-1.6,-5,-0.2,-0.2,107,2.0,-4
CCc1ccc(OC)c(S(=O)(=O)Nc2ccc(Cc3ccncc3)cc2)c1,-6,-102,175,7,1.1,-3,1.1,4.7,98,-0.4,-4
CC(=O)C1=C(C)N(Cc2ccccc2)C(=O)N[C@@H]1c1cccc(C(F)(F)F)c1,10,-15,-16,-4,1.0,-1,-1.8,2.4,.,1.5,-4
COC(=O)c1ccc(-n2nnnc2SCC(=O)N2CCCCC2)cc1,12,23,7,11,-0.1,4,-2.5,3.3,102,0.8,-5
CCC(=O)N1CCC2(CC1)Oc1ccc(F)cc1C(=O)C21CC(c2ccc(Cl)cc2)=NO1 (stereo unspecified),9,-18,9,15,2.9,7,-1.5,2.8,105,2.0,-15
CN1CCN(c2ccc(Cl)cc2NC(=O)c2ccc(S(=O)(=O)N(C)C)cc2)CC1,3,12,-11,-11,-0.4,3,-0.5,1.3,96,1.3,-15
OCCNCc1cc(Br)ccc1OCc1ccc(F)cc1,7,-2,-2,-17,-0.7,3,-1.5,3.8,104,3.0,1
Cc1ccc(C(=O)C(C)Sc2nnc(N)s2)cc1 (stereo unspecified),8,29,-10,1,-2.6,0,-1.5,4.6,103,1.4,-14
CN(C)C(=O)CCc1ccc2c3c([nH]c2c1)[C@]1(C)[C@@H](C(=O)N2CCCCC2)C[C@H](CC(=O)NCCC2=CCCCC2)C(=O)N1CC3,20,-3,.,5,-1.2,-1,-4.1,-2.5,105,4.5,-9
COc1ccc(Cl)cc1C1=CC(=O)C[C@H](c2ccc(F)cc2)C1,-20,3,1,3,0.4,5,3.5,2.0,98,1.4,-2
